Assay outcomes: PubChem BioAssay, several laboratories
SSB-PriA inh: inhibitors of Klebsiella pneumoniae PriA binding to SSB C-terminal tail, primary screen, biochemical, AlphaScreen. PriA–SSB C-terminal tail interaction (Klebsiella pneumoniae). AlphaScreen SSBct-PriA binding, biotinylated peptide. inhibition, % at 33 µM. hit rate 0.6% among 430,000; in the data active means inhibition mostly above about 37%, no sharp cut-off; inactive means mostly below about 20%;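 further: plate controls were negative control peptide for no effect and reference peptide for full effect; strong numbers were not always called active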
DUSP3 inh: VHR1 phosphatase inhibitors, primary screen, biochemical, absorbance, uHTS | Dual specificity protein phosphatase 3 (Homo sapiens), P51452 | recombinant VHR phosphatase, pNPP absorbance | inhibition, % at 13.3 µM | hit rate 0.52% among 290,000 | AID 1654, 2009; in the data active means inhibition above about 50%; further: some compounds called inactive have numbers as strong as hits
Target sequence (P51452 whole entry, looked up): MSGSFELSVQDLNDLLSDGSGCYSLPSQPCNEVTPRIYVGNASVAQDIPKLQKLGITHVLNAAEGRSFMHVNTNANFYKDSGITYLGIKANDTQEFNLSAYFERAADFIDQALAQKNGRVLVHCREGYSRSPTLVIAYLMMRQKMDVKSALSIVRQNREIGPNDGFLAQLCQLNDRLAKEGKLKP
BoNT F protease: BoNT/F light chain protease inhibitors, primary screen, biochemical, flow cytometry, MLPCN library. Botulinum neurotoxin type F light chain protease (Clostridium botulinum). Multiplex microsphere protease cleavage assay. inhibition, % at 10 µM. hit rate 0.22% among 360,000; in the data active means inhibition above about 35%, passing the limit was not always enough; inconclusive means no clear call, values can overlap the other calls; further: plate controls were buffer without enzyme for full effect and enzyme alone for no effect
Anthrax LF prot: Bacillus anthracis LF protease inhibitors, primary screen, biochemical, multiplex microsphere, MLPCN library; Lethal factor (Bacillus anthracis), P15917; multiplex microsphere protease cleavage assay; inhibition, % at 10 µM; hit rate 0.12% among 360,000; AID 588501, 2011; further: plate controls were buffer without enzyme for full effect and enzyme alone for no effect
CCHF vOTU inh: CCHFV vOTU protease inhibitors, primary screen, biochemical, Pep-AMC substrate, fluorescence | Crimean-Congo hemorrhagic fever virus L polyprotein viral ovarian tumor (vOTU) protease … | inhibition, % at 11.5 µM | hit rate 0.55% among 370,000 | AID 651958, 2012; in the data active means inhibition above about 30%; further: 0% = vehicle wells with enzyme and 100% = no enzyme wells
Rv3671c inh: Rv3671c serine protease inhibitors, primary screen, biochemical, fluorescence polarization, M. tuberculosis H37Rv | P9WHR9 | inhibition, % at 5.96 µM | hit rate 0.048% among 320,000; in the data active means inhibition above about 38%;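 further: extracellular domain of Rv3671c used as enzyme; 0% = enzyme with DMSO and 100% = no enzyme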
Target sequence (P9WHR9 whole entry, looked up, the tested form may be a part): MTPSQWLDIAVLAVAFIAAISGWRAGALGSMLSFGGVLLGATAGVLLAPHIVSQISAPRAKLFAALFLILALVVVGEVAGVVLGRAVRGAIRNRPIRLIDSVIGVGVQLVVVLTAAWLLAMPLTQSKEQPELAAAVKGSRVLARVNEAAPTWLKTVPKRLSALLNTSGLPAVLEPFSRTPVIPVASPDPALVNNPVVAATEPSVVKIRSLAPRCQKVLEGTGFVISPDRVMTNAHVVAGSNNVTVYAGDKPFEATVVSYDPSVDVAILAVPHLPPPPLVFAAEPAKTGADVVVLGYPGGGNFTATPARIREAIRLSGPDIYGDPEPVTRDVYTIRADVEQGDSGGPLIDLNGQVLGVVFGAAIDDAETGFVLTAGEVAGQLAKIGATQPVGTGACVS
PrPC TRFRET: inhibitors of human cell surface prion protein PrPC, primary screen, cell-based, TR-FRET. AID 720596, 2013. TR-FRET read-out. Major prion protein (Homo sapiens), P04156. hit rate 0.43% among 370,000. inhibition, % at 13.8 µM; in the data active means inhibition above about 24%; further: 0% = median of the test wells and 100% = reference compound wells
MazF activator: activators of E. coli MazEF toxin-antitoxin RNase, primary screen, biochemical, fluorescence, uHTS; activation, % at 20 µM; FAM/BHQ RNA-DNA oligo cleavage fluorescence, 5 h; hit rate 0.32% among 350,000; Endoribonuclease toxin MazF (Escherichia coli (strain K12)), P0AE70; AID 504720, 2011; in the data active means activation above about 50%
Target sequence (P0AE70 whole entry, looked up): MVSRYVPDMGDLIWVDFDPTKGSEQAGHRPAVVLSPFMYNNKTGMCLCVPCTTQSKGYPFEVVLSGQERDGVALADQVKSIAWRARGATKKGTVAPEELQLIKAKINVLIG
SARS 3CLpro inh: SARS-CoV 3CLpro protease inhibitors, primary screen, biochemical, quenched FRET. inhibition, % at 6 µM. hit rate 0.14% among 290,000. recombinant SARS-CoV 3CLpro, quenched FRET peptide cleavage. Replicase polyprotein 1ab (Severe acute respiratory syndrome coronavirus), P0C6X7. AID 1706, 2009; in the data active means inhibition above about 12%
BoNT A protease: BoNT/A light chain protease inhibitors, primary screen, biochemical, flow cytometry, MLPCN library; multiplex microsphere protease substrate cleavage; hit rate 0.17% among 360,000; inhibition, % at 10 µM; Botulinum neurotoxin type A light chain protease (Clostridium botulinum A str. ATCC 3502); AID 588499, 2011; further: plate controls were buffer without enzyme for full effect and enzyme alone for no effect
* = called active by the depositor; ? = inconclusive; · = no result given. Unless noted, no stated cut-off is given here; in the data, active means inhibition above about 30%; inconclusive means no clear call, values can overlap the other calls; inactive means below that.

Each structure is followed by: SSB-PriA inh, DUSP3 inh, BoNT F protease, Anthrax LF prot, CCHF vOTU inh, Rv3671c inh, PrPC TRFRET, MazF activator, SARS 3CLpro inh, BoNT A protease
CC(=O)Oc1cccc(N2C(=O)c3ccc(C(=O)Nc4c[nH]c(=O)[nH]c4=O)cc3C2=O)c1
 : 0, 10, -5, 1, ·, 3, ·, 2, 4, -0.5
Cc1ccc(C)c(N2N=C(C(=O)OCc3nnc(-c4cccs4)o3)CCC2=O)c1
 : -3, ·, -8, 3, 1, ·, -4, 2, ·, -0.2
Cc1cc(C)n(/N=C/c2cc(Cl)cc(Cl)c2O)c(=O)c1
 : ·, 26, -8, -12, 7, 0, 3, -6, 3, 0.0
CCOC(=O)C1=CCN(S(=O)(=O)c2ccccc2Cl)C1c1ccc(C)cc1 (centres undefined)
 : ·, ·, -1, -2, 16, ·, 6, ·, ·, -0.9
COc1ccc(N(CC(=O)N2CCN(Cc3ccc4c(c3)OCO4)CC2)S(=O)(=O)c2ccc(F)cc2)cc1
 : 7, 1, -3, -6, 22, 6, 0, 4, 4, 0.4
CC(C)C(NC(=O)c1ccc(C(C)(C)C)cc1)C(=O)NCC(c1ccccc1)N(C)C (centres undefined)
 : 2, 9, 1, 3, 7, -5, 0, -1, -6, 0.2
COc1ccc2[nH]c(C(=O)O)c(CCNC(C)=O)c2c1
 : 0, 16, -4, 1, 0, 4, 9, 2, 4, -0.6
COc1cc2c3c(c1)C1(C(=O)N3C(C)(C)C=C2C)C(C#N)=C(N)Oc2cc(O)ccc21 (centres undefined)
 : 17, -24, 19, 0, 5, -9, -8, 0, -6, 0.3
CCc1ccccc1-n1c(SCC(=O)N2CCCC2)nnc1-c1ccccn1
 : 14, 13, 21, 2, 5, -9, 1, 1, -4, 1.1
Cc1cccc(NC(=S)NCCc2ccc(S(N)(=O)=O)cc2)c1C
 : -8, 12, 1, 0, -4, -4, 3, -6, 5, 0.0
O=C(Nc1ccc(S(=O)(=O)N2CCOCC2)cc1)c1ccc([N+](=O)[O-])cc1Cl
 : -4, 4, -19, -3, -1, -6, -21, 8, -5, -2.4
O=C(COc1ccc2c3c(c(=O)oc2c1)CCC3)NC1CCCCC1
 : -1, -17, -5, -2, -4, -13, -4, 4, 0, 0.9
COc1ccc(NC(=O)CCCCCN2C(=O)c3ccccc3C2=O)c(OC)c1
 : -1, -13, ?, -2, -13, -3, 4, 7, -3, 2.3
CC(C)C[C@H]1COc2cc(N3CCN(C)CC3)ccc2S(=O)(=O)N1
 : ·, ·, 0, 4, 6, ·, -6, ·, ·, -0.5
N#C/C(=C\c1cc(Cl)cc(Cl)c1O)C(=O)NC1CCCCC1
 : ·, 0, 0, 1, -9, 9, 0, -101, -1, ?
N#Cc1nc(-c2ccccc2F)oc1N1CCCC1
 : 2, 6, -8, -6, -208, -1, 6, 7, -2, -0.8
O=C(COC(=O)c1cccnc1Cl)Nc1cccc(S(=O)(=O)N2CCOCC2)c1
 : -4, ·, -6, -2, -6, 1, 0, 7, ·, -0.8
O=[N+]([O-])c1ccc(CSc2ncnc3ccccc23)cc1
 : 10, 22, -1, 3, 21, 0, 7, 1, 1, -0.1
CSc1nccc(N/N=C/c2ccccc2)n1
 : ·, 5, -16, 2, 19, 2, -6, 9, 4, -2.2
COC(=O)c1ccc(CSc2nccn2C)cc1
 : -11, 14, -5, 4, -4, 1, 3, 3, 3, -0.1
CCOC(=O)N1CCN(Cc2ccccc2Cl)CC1
 : -16, 5, 0, -1, 4, 2, -1, 0, -2, -0.1
CC1Sc2ccc(S(=O)(=O)CCC(=O)Nc3ccccc3Cl)cc2NC1=O (centres undefined)
 : 4, -7, 2, 0, -2, -3, -2, 2, 2, 0.9
COc1ccccc1/C=C/C(=O)Oc1cccc2cccnc12
 : 9, 15, -4, -2, 0, -11, 6, 4, 2, -0.2
CC(=O)c1ccc(OCCCC(=O)Nc2cccc(-c3nn[nH]n3)c2)cc1
 : -2, 27, -7, 0, -16, -4, 4, -12, 3, -1.8
Cc1cc(C)nc(NS(=O)(=O)c2ccc(NC(=O)c3nn(-c4ccccc4)ccc3=O)cc2)n1
 : 2, 2, -8, -1, -1, -7, 3, 2, -1, -1.1
CCN(c1ccccc1)S(=O)(=O)c1ccc(Cl)c(C(=O)O)c1
 : -11, 18, -3, -5, -5, 9, 5, 5, 1, -0.1
CC(NS(C)(=O)=O)c1nnc2n1-c1ccc(Br)cc1C(c1ccccc1Cl)=NC2 (centres undefined)
 : -5, ·, 7, -7, 3, 0, -6, 1, ·, -0.2
O=C(C[C@@H]1C/C=C\CCCC(=O)OC[C@@H]2CCCN2C1=O)NCCO
 : ·, ·, 4, -5, -5, 0, -1, 5, ·, 0.0
c1ccc(OCCNc2ccn3nc(-c4ccco4)cc3n2)cc1
 : ·, ·, -8, 0, -7, ·, -5, ·, ·, 0.0
CCC(=O)Nc1cccc(-c2nnc(-c3cccc(NC(=O)CC)c3)o2)c1
 : 2, 1, -5, -5, 0, -6, 5, 2, -5, -0.5

Part of the list above, bar-delimited.
SMILES | SSB-PriA inh | DUSP3 inh | BoNT F protease | Anthrax LF prot | CCHF vOTU inh | Rv3671c inh | PrPC TRFRET | MazF activator | SARS 3CLpro inh | BoNT A protease
CC(=O)Oc1cccc(N2C(=O)c3ccc(C(=O)Nc4c[nH]c(=O)[nH]c4=O)cc3C2=O)c1 | 0 | 10 | -5 | 1 | · | 3 | · | 2 | 4 | -0.5
Cc1ccc(C)c(N2N=C(C(=O)OCc3nnc(-c4cccs4)o3)CCC2=O)c1 | -3 | · | -8 | 3 | 1 | · | -4 | 2 | · | -0.2
Cc1cc(C)n(/N=C/c2cc(Cl)cc(Cl)c2O)c(=O)c1 | · | 26 | -8 | -12 | 7 | 0 | 3 | -6 | 3 | 0.0
CCOC(=O)C1=CCN(S(=O)(=O)c2ccccc2Cl)C1c1ccc(C)cc1 (centres undefined) | · | · | -1 | -2 | 16 | · | 6 | · | · | -0.9
COc1ccc(N(CC(=O)N2CCN(Cc3ccc4c(c3)OCO4)CC2)S(=O)(=O)c2ccc(F)cc2)cc1 | 7 | 1 | -3 | -6 | 22 | 6 | 0 | 4 | 4 | 0.4
CC(C)C(NC(=O)c1ccc(C(C)(C)C)cc1)C(=O)NCC(c1ccccc1)N(C)C (centres undefined) | 2 | 9 | 1 | 3 | 7 | -5 | 0 | -1 | -6 | 0.2
COc1ccc2[nH]c(C(=O)O)c(CCNC(C)=O)c2c1 | 0 | 16 | -4 | 1 | 0 | 4 | 9 | 2 | 4 | -0.6
COc1cc2c3c(c1)C1(C(=O)N3C(C)(C)C=C2C)C(C#N)=C(N)Oc2cc(O)ccc21 (centres undefined) | 17 | -24 | 19 | 0 | 5 | -9 | -8 | 0 | -6 | 0.3
CCc1ccccc1-n1c(SCC(=O)N2CCCC2)nnc1-c1ccccn1 | 14 | 13 | 21 | 2 | 5 | -9 | 1 | 1 | -4 | 1.1
Cc1cccc(NC(=S)NCCc2ccc(S(N)(=O)=O)cc2)c1C | -8 | 12 | 1 | 0 | -4 | -4 | 3 | -6 | 5 | 0.0
O=C(Nc1ccc(S(=O)(=O)N2CCOCC2)cc1)c1ccc([N+](=O)[O-])cc1Cl | -4 | 4 | -19 | -3 | -1 | -6 | -21 | 8 | -5 | -2.4
O=C(COc1ccc2c3c(c(=O)oc2c1)CCC3)NC1CCCCC1 | -1 | -17 | -5 | -2 | -4 | -13 | -4 | 4 | 0 | 0.9

Shown as comma-separated lines: part of the list above
compound,SSB-PriA inh,DUSP3 inh,BoNT F protease,Anthrax LF prot,CCHF vOTU inh,Rv3671c inh,PrPC TRFRET,MazF activator,SARS 3CLpro inh,BoNT A protease
CC(C)C[C@H]1COc2cc(N3CCN(C)CC3)ccc2S(=O)(=O)N1,·,·,0,4,6,·,-6,·,·,-0.5
N#C/C(=C\c1cc(Cl)cc(Cl)c1O)C(=O)NC1CCCCC1,·,0,0,1,-9,9,0,-101,-1,?

Further entries
Each structure is followed by: SSB-PriA inh, DUSP3 inh, BoNT F protease, Anthrax LF prot, CCHF vOTU inh, Rv3671c inh, PrPC TRFRET, MazF activator, SARS 3CLpro inh, BoNT A protease
COc1ccc(CCNC(=O)c2cc(S(=O)(=O)N3CCCC3)cn2C)cc1OC
 : -6, 2, -2, 0, -2, 4, -3, 4, -6, -0.1
C1=CCC(CN2CCN(C3CCCCCC3)CC2)CC1 (centres undefined)
 : 6, 25, 7, 0, 13, 11, 2, -1, 3, -0.2
COc1ccc(CN(C)C(=O)c2[nH]c(C)c(C(C)=O)c2C)cc1F
 : -2, 8, -25, -4, -2, -1, 5, 8, 4, -6.9
CCOc1ccc(-n2c(C)c(C(=O)OC)c3cc(O)ccc32)cc1
 : 17, -5, 2, -6, 10, 6, 2, 11, 0, 0.2
O=C(c1cnn(-c2ccccc2)c1)c1ccc2ccccc2c1O
 : -7, 13, 2, 0, -7, -3, 2, 2, 2, 0.0
COCC(C)n1c(C)cc(C(=O)CN2c3cccc4cccc(c34)S2(=O)=O)c1C (centres undefined)
 : -3, ·, 0, -2, 0, -4, -13, 0, ·, 1.7
COCCN1C(=O)N[C@@H](c2ccco2)C(C(C)=O)=C1C
 : -1, 9, -6, -2, 7, -7, -3, 3, 2, -0.4
COc1cc(S(=O)(=O)N2CCCCC2)ccc1NC(C)=O
 : -10, 8, -5, -3, 7, -2, 0, 0, 3, 0.0
Cc1ccccc1C(=O)NC1CCN(CC(=O)NCc2cccs2)CC1
 : -10, -14, -6, -3, -6, -1, 10, 7, 5, -1.3
CC(C)OC(=O)c1ccc(NC(=O)Cn2c(-c3nonc3N)nc3ccccc32)cc1
 : -18, 18, -3, -3, 14, -17, 0, 18, 1, -0.2
CCCCNC(=S)NNC(=O)c1csc2ccccc12
 : -2, 2, -11, -6, ·, -2, ·, -9, 2, -0.7
Cc1ccc(OP(=O)(Nc2c(C)n(C)n(-c3ccccc3)c2=O)Oc2ccc(C)cc2)cc1
 : 5, -1, 3, -1, 11, 5, 5, 7, 3, 0.6
CN(Cc1cccnc1)C(=O)c1cc(S(=O)(=O)Nc2ccccc2F)ccc1Cl
 : -9, ·, ?, -5, 23, ·, 2, 18, ·, 1.1
CC1(C)C(=O)OC(c2c(F)c(F)c(F)c(F)c2F)C2(CCCCC2)C1=O (centres undefined)
 : -2, 15, -4, 2, -4, 3, 4, -1, -1, 0.2
O=C(O)CSc1nnc(Cn2nnc3ccccc32)n1CCc1ccccc1
 : -5, 24, -8, -7, 3, 3, 1, -1, -9, -1.2
COCc1c(C(=O)NCc2ccccc2CN2CCCC2)oc2ccccc12
 : 8, ·, -9, 2, -3, -19, -2, 3, ·, 0.1
C/C(Cc1ccccc1)=N\NC(=O)CNC(=O)c1ccc2c(c1)OCCO2
 : ·, 31, ·, ·, -12, 2, 1, 3, 3, ·

An excerpt; the hit share may differ from the screen's.
